CSN deneddyl inh = CSN deneddylation inhibition; Q92905; Purified CSN, SCF-Nedd8-OG deneddylation, fluorescence polarization; inhibition, % at 12.5 µM; actives 0.38% (n = 360,000);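 active = pattern-corrected inhibition above about 35%, with an unprinted fluorescence ratio check between 0.5 and 1.5, limit read from the data, passing the limit was not always enough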;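 note: 0% = enzyme with substrate and 100% = substrate without enzyme; some results filed as inactive read as strong as hits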
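Detection – fluorescence polarization · System – HEK293T-derived human Csn5 enzyme · Controls – substrate-only high control, full reaction low control · Timing – 90 min, room temperature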
PABP1 MLLE inh = blocks PAM2 peptide binding to the PABP1 MLLE domain | P11940 | GST-MLLE / FITC-PAM2 fluorescence polarization | inhibition, % at 20 µM | actives 0.36% (n = 360,000); in the data active = inhibition above about 35%, passing the limit was not always enough;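 note: plate controls were DMSO wells with GST-MLLE for no effect and wells lacking GST-MLLE protein for full effect; some results filed as inactive read as strong as hits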
Rpn11 block = blocks the human proteasome subunit Rpn11; O00487; human 26S proteasome, Ub4-pepOG fluorescence polarization; 20S core pre-blocked with epoxomicin; calls only at 20 µM; actives 0.59% (n = 360,000); AID 588493;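 active = inhibition at 20 µM, scaled to each plate's controls, above about 33%, limit read from the data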
eLon inh = inhibitors of E. coli Lon protease; AID 602123; inhibition, % at 7.94 µM; actives 0.42% (n = 360,000); purified E. coli Lon protease, fluorescence polarization; in the data active = inhibition above about 13%, passing the limit was not always enough;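 note: 0% = enzyme with probe and DMSO and 100% = no enzyme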
Rin1-Abl PPI inh = blocks binding of human Rin1 to Abl. P00519+Q13671. TR-FRET Rin1/Abl binding, biochemical. inhibition, % at 7.35 µM. actives 0.4% (n = 360,000). AID 588664; in the data active = inhibition above about 5%, passing the limit was not always enough
MsrA inh = inhibitors of bovine MsrA. purified bovine MsrA, absorbance read-out. inhibition, % at 15.5 µM. actives 0.75% (n = 360,000). AID 651718; in the data active = inhibition above about 4.5%;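 note: 0% = vehicle wells with enzyme and 100% = reference inhibitor wells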
bovine MsrA act = bovine methionine sulfoxide reductase A activation; purified bovine MsrA, absorbance read-out; activation, % at 10.6 µM; actives 0.3% (n = 360,000); AID 602163; in the data active = activation above about 7.5%;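 note: 0% = vehicle and 100% = reference activator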
FAS-TE inh = inhibitors of human fatty acid synthase thioesterase domain. P49327. recombinant FAS-TE, OMFH fluorogenic substrate, fluorescence endpoint. inhibition, % at 15 µM. actives 0.67% (n = 360,000);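 active = compounds whose normalised, plate-corrected inhibition of enzyme fluorescence in the single-dose primary screen is 50% or more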;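 note: 0% = DMSO with enzyme and 100% = substrate without enzyme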
Target sequence (P49327 whole entry, looked up, the tested form may be a part): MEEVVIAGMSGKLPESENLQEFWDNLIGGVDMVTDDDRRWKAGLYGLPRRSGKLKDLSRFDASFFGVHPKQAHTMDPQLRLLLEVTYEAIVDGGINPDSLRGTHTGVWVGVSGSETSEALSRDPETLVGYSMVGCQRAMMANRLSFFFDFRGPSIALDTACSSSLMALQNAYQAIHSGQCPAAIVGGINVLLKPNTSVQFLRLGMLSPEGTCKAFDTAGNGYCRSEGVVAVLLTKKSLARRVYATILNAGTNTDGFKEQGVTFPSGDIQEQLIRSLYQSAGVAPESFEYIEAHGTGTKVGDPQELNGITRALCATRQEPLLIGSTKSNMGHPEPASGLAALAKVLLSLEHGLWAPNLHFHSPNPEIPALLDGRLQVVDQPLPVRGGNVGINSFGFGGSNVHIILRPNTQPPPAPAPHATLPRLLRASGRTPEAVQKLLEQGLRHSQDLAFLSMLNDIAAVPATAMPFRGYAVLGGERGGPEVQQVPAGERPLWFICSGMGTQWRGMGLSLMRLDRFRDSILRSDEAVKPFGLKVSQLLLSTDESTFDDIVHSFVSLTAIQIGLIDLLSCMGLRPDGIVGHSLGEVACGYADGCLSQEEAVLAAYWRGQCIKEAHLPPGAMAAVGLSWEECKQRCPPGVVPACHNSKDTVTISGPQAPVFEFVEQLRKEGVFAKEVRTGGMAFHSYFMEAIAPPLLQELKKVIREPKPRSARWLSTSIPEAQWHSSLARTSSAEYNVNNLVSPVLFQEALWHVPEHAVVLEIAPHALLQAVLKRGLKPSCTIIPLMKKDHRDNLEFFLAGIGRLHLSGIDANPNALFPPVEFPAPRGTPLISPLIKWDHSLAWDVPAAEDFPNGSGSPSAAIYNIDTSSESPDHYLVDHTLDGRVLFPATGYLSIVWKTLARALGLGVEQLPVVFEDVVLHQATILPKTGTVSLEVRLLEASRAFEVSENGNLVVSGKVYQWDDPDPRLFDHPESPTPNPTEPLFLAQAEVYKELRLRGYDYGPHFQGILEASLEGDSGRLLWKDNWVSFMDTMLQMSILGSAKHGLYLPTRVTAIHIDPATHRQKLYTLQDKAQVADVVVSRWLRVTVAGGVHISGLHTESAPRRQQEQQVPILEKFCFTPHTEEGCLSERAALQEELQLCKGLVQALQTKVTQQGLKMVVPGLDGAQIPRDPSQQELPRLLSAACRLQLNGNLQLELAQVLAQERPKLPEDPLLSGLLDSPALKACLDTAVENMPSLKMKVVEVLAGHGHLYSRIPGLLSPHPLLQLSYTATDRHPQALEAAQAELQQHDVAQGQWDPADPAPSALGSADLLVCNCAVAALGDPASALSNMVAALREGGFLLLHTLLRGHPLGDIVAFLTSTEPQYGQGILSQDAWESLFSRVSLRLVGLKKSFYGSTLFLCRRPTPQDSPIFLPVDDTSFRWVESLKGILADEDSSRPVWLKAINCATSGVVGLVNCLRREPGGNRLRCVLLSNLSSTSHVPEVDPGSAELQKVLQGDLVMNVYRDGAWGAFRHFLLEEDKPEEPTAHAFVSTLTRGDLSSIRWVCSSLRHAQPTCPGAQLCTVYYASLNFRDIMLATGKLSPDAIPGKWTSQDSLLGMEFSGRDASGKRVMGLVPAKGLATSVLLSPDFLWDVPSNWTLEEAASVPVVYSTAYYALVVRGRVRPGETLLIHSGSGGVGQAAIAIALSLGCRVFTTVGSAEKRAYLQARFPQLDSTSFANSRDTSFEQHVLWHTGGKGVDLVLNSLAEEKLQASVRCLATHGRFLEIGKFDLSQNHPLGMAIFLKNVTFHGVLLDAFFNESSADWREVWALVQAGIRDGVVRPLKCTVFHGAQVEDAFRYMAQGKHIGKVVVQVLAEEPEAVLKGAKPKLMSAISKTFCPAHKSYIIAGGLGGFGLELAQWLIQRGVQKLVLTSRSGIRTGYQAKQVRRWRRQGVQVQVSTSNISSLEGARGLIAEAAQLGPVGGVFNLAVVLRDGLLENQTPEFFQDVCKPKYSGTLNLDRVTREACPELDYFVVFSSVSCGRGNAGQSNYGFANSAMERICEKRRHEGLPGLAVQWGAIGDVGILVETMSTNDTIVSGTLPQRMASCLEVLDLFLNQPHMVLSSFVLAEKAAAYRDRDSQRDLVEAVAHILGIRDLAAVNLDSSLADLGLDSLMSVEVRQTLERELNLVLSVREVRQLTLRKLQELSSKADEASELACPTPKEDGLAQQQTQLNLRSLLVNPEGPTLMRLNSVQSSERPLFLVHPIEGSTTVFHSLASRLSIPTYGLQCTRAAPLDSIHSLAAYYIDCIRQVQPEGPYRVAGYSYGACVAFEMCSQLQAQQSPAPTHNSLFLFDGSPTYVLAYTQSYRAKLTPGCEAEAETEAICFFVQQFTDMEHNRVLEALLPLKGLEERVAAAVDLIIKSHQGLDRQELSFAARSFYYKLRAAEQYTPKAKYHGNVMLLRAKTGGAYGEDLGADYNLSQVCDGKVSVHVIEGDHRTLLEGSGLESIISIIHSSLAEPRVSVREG
MT1-MMP act inh = blocks activation of human MT1-MMP. AID 651647. P50281. actives 0.061% (n = 360,000). HT1080 RFP-PRO-GFP cells, GFP/RFP ratio fluorescence, overnight; percent of plate control window, DMSO zero. GFP/RFP ratio change, % at 20 µM;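 active = GFP/RFP ratio change of at least 30% with cell ATP level not reduced by more than half and red fluorescence within 50% of control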; note: strong numbers were not always called active
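Read-out: GFP/RFP fluorescence ratio; Test system: RFP-PRO-GFP reporter HT1080 cells; Compound dosing: single-point 20 µM compound, 1% DMSO; Times: overnight compound exposure at 37 °C.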
An asterisk follows results filed as active; i = inactive; + = active, no number.

molecule	CSN deneddyl inh	PABP1 MLLE inh	Rpn11 block	eLon inh	Rin1-Abl PPI inh	MsrA inh	bovine MsrA act	FAS-TE inh	MT1-MMP act inh
Cc1sc2nc(C)n(/N=C/c3ccccc3O)c(=O)c2c1C	-2	11	i	-3	4	0.1	-8	-6	4
CC(NC(=O)Cc1ccccc1)c1ccc(F)cc1 (stereo not given)	-2	-6	i	-9	-4	0.7	-1	-9	6
COc1ccc(CC(=O)OCC(=O)NNC(=O)c2ccccc2)cc1	0	-27	i	1	-2	-0.9	-10	-5	11
CCc1nnc(NC(=O)C2(C)COC(c3ccc(OC)cc3)OC2)s1 (stereo not given)	5	5	i	-6	-3	-0.4	-7	0	4
O=C(NC1CCCC1)C1CCCN1C(=O)Oc1ccccc1 (stereo not given)	1	-5	i	-8	0	1.3	-3	-6	0
O=C(NCC(c1ccco1)N1CCCC1)c1cccc(S(=O)(=O)Nc2ccc(F)cc2)c1 (stereo not given)	-5	-1	i	-13	1	-0.6	-1	1	-4
CN(C)n1cccc1/C=C(\C#N)S(=O)(=O)c1ccc(Cl)cc1	-3	-8	i	-4	-1	1.1	-1	6	-3
Cc1cc(=O)n2cn[nH]c2n1	3	-16	i	-15	0	-0.5	-1	-6	4
CCOc1ccc(OCC(=O)Nc2cccc(S(=O)(=O)NC3=NCCC3)c2)cc1	4	-3	i	5	2	-0.3	-8	-7	5
Cc1ccc(N2C(=O)CC(Cc3cc(C)cc(C)c3)C2=O)cc1 (stereo not given)	-8	-10	i	-3	2	2.1	2	8	-9
COc1ccc(C=NNC(=O)c2ccccc2NS(=O)(=O)c2cccs2)cc1O	-3	-11	i	-1	4	5.1*	-4	-6	2
COc1cc2ccccc2cc1C(=O)Nc1sc2c(c1C(N)=O)CCN(C(C)C)C2	33	-85	+	-118	-3	0.4	-5	7	-11
Cc1nc2ncnn2c(N2CCN(S(=O)(=O)c3ccc(Br)cc3)CC2)c1C	1	-23	i	4	6	0.2	-5	13	-7
C=CCOC(=O)N1CCC2CC1c1cc(-c3cccc(C)c3)ccc12 (stereo not given)	-5	-6	i	0	0	0.1	0	25	-6
CCCNC(=O)C1(C)CCCN(C/C=C/c2ccccc2)C1 (stereo not given)	3	-7	i	-19	0	-0.1	-2	-1	1
CC1CCN(C(=O)CCn2c(=O)oc3ccc(Cl)cc32)CC1	-2	-10	i	-10	3	-0.2	-8	-3	2
Cc1cc2nc3c(nc2cc1C)C1(C(=O)O)CCC3(C)C1(C)C (stereo not given)	-2	-2	i	-4	1	2.4	-6	-7	13
O=C(CCNS(=O)(=O)c1ccc(Cl)cc1)N1CCC2(O)CCCCC2C1 (stereo not given)	2	0	i	-4	0	1.2	-9	-8	1
O=C(CSc1ccccc1)N1CCCC(N2CCN(c3cccc(Cl)c3)CC2)C1 (stereo not given)	2	12	i	-2	-2	1.0	-2	15	6
Cc1ccc(OCCC(=O)Nc2c(C)n(C)n(-c3ccccc3)c2=O)cc1	2	2	i	-3	0	0.0	1	-7	-4
CC1Cc2nc(SCC(=O)N3CCOCC3)n(C)c(=O)c2S1 (stereo not given)	0	6	i	6	-4	1.2	-3	-1	-2
O=[N+]([O-])c1cc(-c2csc(NCCc3nc4cc(Cl)c(Cl)cc4n3CCCO)n2)ccc1Cl	-1	-67	i	2	1	0.7	-4	75*	3
Cc1csc2ncc(C(=O)Nc3ccccc3F)c(=O)n12	-2	3	i	-8	1	0.9	1	10	3
COc1ccc(S(=O)(=O)NCC2CCCN(Cc3ccccc3Cl)C2)cc1 (stereo not given)	-1	-18	i	-4	-3	-0.6	0	7	-2
COc1cccc(C(=O)NCC(c2cccs2)N2CCOCC2)c1 (stereo not given)	-3	4	i	-7	1	-1.4	-2	-1	1

(list continues)
molecule	CSN deneddyl inh	PABP1 MLLE inh	Rpn11 block	eLon inh	Rin1-Abl PPI inh	MsrA inh	bovine MsrA act	FAS-TE inh	MT1-MMP act inh
CC12C(=O)N(Cc3ccccc3)C(=O)C1C1C=CC2C1 (stereo not given)	0	-3	i	-3	1	-1.0	-13	-8	4
COc1cccc(NC(=O)C2CCCN2C(=O)OCc2ccccc2)c1 (stereo not given)	5	7	i	-2	-1	0.5	-4	-10	1
CC(=O)NC(=S)Nc1ccc(S(=O)(=O)N2CCOCC2)cc1	-5	3	i	-2	1	-0.2	-6	-1	0
O=C(Nc1ccc(N2CCOCC2)cc1)c1csc(COCCO)n1	-3	1	i	8	0	1.2	-3	-8	4
CC(=O)NCCc1nc2cc(NS(=O)(=O)c3ccc(Cl)cc3)ccc2n1C	-1	-7	i	-1	-1	3.2	-2	-3	2
CCc1ccc(C(=O)NNC(=O)OC)cc1	8	-8	i	-4	0	-0.2	-4	-7	5
Cc1ccc(S(=O)(=O)Nc2ccccc2C(=O)N2CCN(C)CC2)cc1	0	8	i	7	1	-0.5	-2	0	-1
O=C(Nc1cccc(F)c1)C1CCN(C(=O)NCc2ccccc2)CC1	1	-13	i	-2	1	-0.8	-2	-2	1
Cc1cc(NC(=O)c2cc(C(C)(C)C)oc2C)no1	-1	0	i	3	1	-0.8	-4	-2	-1
Cc1cc(=O)oc2cc(OCC(=O)NCC3CCC(C(=O)O)CC3)ccc12 (stereo not given)	-1	9	i	-6	-2	1.3	-1	-4	-3
Cc1cc(C)cc(NC(=O)COC(=O)CNC(=O)C2CCCCC2)c1	-6	-7	i	-9	3	0.9	-2	-5	3
COc1cccc2sc(Nc3nnc(-c4cccs4)o3)nc12	-3	-2	i	-14	3	1.1	-10	-3	3
COC(=O)CC1C(=O)NCCN1C(=S)NC(=O)c1sc2ccccc2c1Cl (stereo not given)	1	13	i	11	-34	0.3	-6	-3	1
CC[C@@]12C(=O)N(c3ccc(C)cc3)C(=O)N1[C@H](c1ccc(Br)cc1)[C@@H]1C(=O)N(C(C)(C)C)C(=O)[C@@H]12	3	1	i	2	2	-0.5	0	44	-4
CCOc1ccc(C(c2c(O)nc(SC)n(C)c2=O)c2c(O)nc(SC)n(C)c2=O)cc1	0	27	i	-4	-1	0.1	-1	-4	-5
Cc1cccc(N2CCN(C(=O)c3ccc(NS(=O)(=O)c4c(C)noc4C)cc3)CC2)c1C	1	-3	i	-6	-4	-0.9	-3	2	-2
COc1ccc(C(=O)NNc2ccccc2)cc1	0	2	i	2	0	0.2	0	-9	-3
CCc1ccc(/C=C2/C(=O)N(c3ccccc3)C(=S)N2CC(=O)OC)s1	2	-9	i	-15	-1	1.3	-3	2	2
CCS(=O)(=O)c1ccc2oc(SCC(=O)Nc3ccc(OC)c(OC)c3)nc2c1	5	-44	i	-1	2	1.6	-5	-4	3
CN(C)c1ccc(-c2noc(-c3ccccc3O)n2)cc1	2	-6	i	3	2	-1.2	0	-1	-1
Cc1ccc(NC(=O)CSc2nnc([C@@H]3CCCN3C(=O)OC(C)(C)C)o2)c(C)c1	-5	4	i	-4	0	0.8	-3	-8	4
NC(=O)C(c1cccc(Cl)c1)c1ncc(C(F)(F)F)cc1Cl (stereo not given)	0	-4	i	-2	-2	0.7	-11	10	4
O=C1NC2(CCCCC2)C(=O)N1Cc1cc(=O)n2ccsc2n1	0	8	i	9	4	-0.1	-5	-3	0
CCOC(=O)C1CCN(C(c2cc3cc(C)cc(C)c3[nH]c2=O)c2nnnn2C2CCCCC2)CC1 (stereo not given)	-8	2	i	-6	-1	0.9	-4	2	-4
O=c1oc(-c2ccccc2)nc2sc3c(c12)CCCC3	3	12	i	-1	2	0.3	-10	41	-5

Three of these compounds in a different format.
Fields – CSN deneddyl inh	PABP1 MLLE inh	Rpn11 block	eLon inh	Rin1-Abl PPI inh	MsrA inh	bovine MsrA act	FAS-TE inh	MT1-MMP act inh
O=C(Nc1ccc(N2CCOCC2)cc1)c1csc(COCCO)n1
  -3	1	i	8	0	1.2	-3	-8	4
CCOc1ccc(C(c2c(O)nc(SC)n(C)c2=O)c2c(O)nc(SC)n(C)c2=O)cc1
  0	27	i	-4	-1	0.1	-1	-4	-5
COc1cccc2sc(Nc3nnc(-c4cccs4)o3)nc12
  -3	-2	i	-14	3	1.1	-10	-3	3

(further entries)
molecule	CSN deneddyl inh	PABP1 MLLE inh	Rpn11 block	eLon inh	Rin1-Abl PPI inh	MsrA inh	bovine MsrA act	FAS-TE inh	MT1-MMP act inh
C=CCN1C(=O)CSc2ccc(C(=O)NCc3ccco3)cc21	-1	27	i	-4	0	-2.6	-3	-5	-2
COc1ccc(OC)c(NC(=O)CSc2nnnn2-c2ccc3c(c2)OCO3)c1	-1	3	i	-1	2	-0.5	-9	6	2
Cc1cc(C(=O)NC2CC(C)(C)Cc3c2cnn3-c2cccc(F)c2)n(C)n1 (stereo not given)	-1	-11	i	-11	-2	0.1	-2	1	-1
CCOc1ccc(NC(=O)CN(C)C(=O)CSCc2cccc(C)c2)cc1OCC	-1	-3	i	-7	0	-0.5	-2	2	4
Cc1cc(C)nc(NC(=O)c2ccc([N+](=O)[O-])c(C)c2)n1	0	0	i	2	-2	2.2	-9	-4	7
O=C(CSc1nc2ccccc2s1)Nc1ccc(N2CCOCC2)c(Cl)c1	-4	-77	i	12	-4	0.0	-1	18	-3
CC(C)(C)NC(=O)CSc1nc2ccc(NC(=O)CSc3nnc(N)s3)cc2s1	3	-151	i	0	1	-1.3	1	-12	-4
CCOC(=O)Cc1csc(N/C(=N/S(=O)(=O)c2ccc(F)cc2F)c2ccccc2)n1	-13	7	i	11	3	1.0	-9	-14	-2
N#C/C(=C\c1cccn1S(=O)(=O)c1cccc(C#N)c1)S(=O)(=O)c1ccc(F)cc1	3	14	i	-9	0	1.0	-2	1	2
Cc1ccc(C)c(NC(=O)CSc2ncnc3nc[nH]c23)c1	6	-112	i	1	4	-0.2	-2	-7	1
N#Cc1nc(COc2ccccc2)oc1N1CCN(Cc2ccccc2)CC1	-1	4	i	-9	0	-0.1	-3	24	-1
CCCc1nc2sc3c(c2c(=O)[nH]1)CCCC3	-1	11	i	6	0	-0.2	-2	-4	0
Cn1c(=O)[nH]c(=O)c2[nH]c(CN3CCN(C(=O)c4ccco4)CC3)nc21	-4	1	i	-8	3	-0.3	-11	-11	-1
CCc1cccc(C)c1NC(=O)N(C)C1CCCCC1	-1	0	i	-9	3	-0.5	-3	-2	2
CCN(CC)S(=O)(=O)c1ccc(C(=O)NN(C)C2=NS(=O)(=O)c3ccccc32)cc1	-3	-3	i	-7	-1	1.9	-2	0	-7
C=C1c2ccccc2O[C@H](C(=O)OCC)[C@@H]1C1CCCCC1	1	19	i	-6	3	-0.4	5	11	0
CCOc1ccc(C=NN2CCCCCC2)cc1OCC	4	-49	i	4	2	0.1	-1	2	-1
O=C(NCc1ccc(F)cc1)C(c1ccccc1)N(C(=O)c1csnn1)c1ccccc1 (stereo not given)	5	11	i	0	3	-1.0	-6	8	-2
O=C(NCC(c1ccco1)N1CCOCC1)c1ccc(C(F)(F)F)cc1 (stereo not given)	-2	-14	i	9	2	-0.9	-2	-5	0
O=S(=O)(c1ccc(F)c(Cl)c1)N1CCN(C/C=C/c2ccccc2)CC1	0	22	i	1	0	0.2	-3	25	3
Cc1sc2ncnc(N3CCC(C(=O)Nc4cc(Cl)ccc4Cl)CC3)c2c1C	6	-1	i	-1	-4	1.1	0	33	-3
S=c1[nH]nc(-c2cccs2)n1/N=C/c1c(Cl)cccc1Cl	3	-24	i	-3	-2	3.4	0	19	-2
CCOC(CNC(=O)c1cccc([N+](=O)[O-])c1)OCC	4	0	i	2	1	0.8	-3	-4	-1
